PPARg SRC3 recr – PPARgamma agonists recruiting SRC-3 coactivator, primary screen, biochemical | Peroxisome proliferator-activated receptor gamma (Homo sapiens), P37231 | biochemical PPARgamma/SRC-3 coactivator recruitment assay | activation, % at 8 µM | 200,000 compounds, 0.26% hits; in the data active = activation above about 23%;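 also: 0% = DMSO and 100% = reference agonist; some compounds past the cut are filed as inactive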
PPARg SRC-1 ag – PPARgamma agonists recruiting SRC-1 coactivator, primary screen, biochemical; PPARgamma-SRC-1 coactivator recruitment biochemical assay; Peroxisome proliferator-activated receptor gamma (Homo sapiens), P37231; 200,000 compounds, 0.41% hits; activation, % at 8 µM; in the data active = activation above about 19%;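 also: 0% = DMSO and 100% = reference agonist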
bIAP activator – bovine intestinal alkaline phosphatase activators, primary screen, biochemical, bovine IAP, CDP-star luminescence; purified bovine IAP, 30 min; hits give high values; fold of DMSO-control signal, blank-subtracted; 200,000 compounds, 0.17% hits; AID 1016, 2008; activation factor at 20 µM;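 active = activation factor of 2 or more at 20 µM, a signal rise over negative controls twice the positive control's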
STAT3 activator – IL-6 driven STAT3 reporter potentiators, primary screen, U3A cells, luciferase, luminescence, MLSCN library. AID 871, 2007. IL-6 STAT3-luciferase reporter; 100% = signal with IL-6 EC80 alone. 190,000 compounds, 0.91% hits. activation (% of control), % at 5.6 µM;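 active = activation above the screen-wide mean of compound activation plus 3 SD, cut at about 130% in these data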;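 also: 0% = background luminescence of wells with medium and substrate only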
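Detection: reporter luminescence signal / Assay system: STAT1-lacking human U3A cells, STAT3 luciferase reporter / Incubation: compound pre-incubation 1 h before IL-6, then 6 h stimulation at 37 °C / Control set: IL-6-only high control / Read-out: % activation relative to IL-6 control / Probe or stimulus: Interleukin-6, 33 ng/mL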
PPARg SRC2 recr – agonists of PPARg-SRC-2 recruitment, primary screen, biochemical, HTS; PPARgamma LBD-SRC-2 recruitment; 200,000 compounds, 0.34% hits; activation, % at 8 µM; Peroxisome proliferator-activated receptor gamma (Homo sapiens), P37231; AID 1032, 2008; in the data active = activation above about 22%;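 also: 0% = vehicle and 100% = reference agonist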
ROMK mod – ROMK potassium channel modulators, primary screen, cell-based, thallium flux, MLSMR library. 130,000 compounds, 2% hits. AID 1918, 2009. Tet-inducible ROMK, thallium flux fluorescence; actives lie on both sides. B-score at 10 µM. ATP-sensitive inward rectifier potassium channel 1 (Homo sapiens), P48048;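 active = signal ratio slope over the read window, or its plate-corrected B-score, at least 3 SD from the plate mean, either direction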;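 also: B-score of the F/F0 ratio slope over 7 to 12 s after thallium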
Target sequence (P48048 whole entry, looked up): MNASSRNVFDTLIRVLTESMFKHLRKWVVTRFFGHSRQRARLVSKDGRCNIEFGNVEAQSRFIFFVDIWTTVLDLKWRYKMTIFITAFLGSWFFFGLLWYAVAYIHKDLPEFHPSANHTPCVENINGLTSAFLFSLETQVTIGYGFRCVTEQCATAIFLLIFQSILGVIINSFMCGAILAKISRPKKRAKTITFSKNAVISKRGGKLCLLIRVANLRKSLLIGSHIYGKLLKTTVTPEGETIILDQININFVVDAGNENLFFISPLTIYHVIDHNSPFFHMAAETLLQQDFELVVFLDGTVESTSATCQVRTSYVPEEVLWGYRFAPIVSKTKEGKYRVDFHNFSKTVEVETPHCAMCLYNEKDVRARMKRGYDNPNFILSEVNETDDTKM
STAT3 blocker – IL-6 driven STAT3 reporter inhibitors, primary screen, U3A cells, luciferase, luminescence, MLSCN library. IL-6 STAT3-luciferase reporter; host cell line lacks STAT1. inhibition, % at 5.5 µM. 190,000 compounds, 0.89% hits. AID 862, 2007;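 active = inhibition above the mean inhibition across all screened compounds plus 3 SD, cut at about 44% in these data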;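 also: 0% = DMSO only wells and 100% = 100 µM nifuroxazide control wells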
STAT1 inh – STAT1 signaling inhibitors, primary screen, cell-based, HTS, luciferase reporter; NIH 3T3 STAT1-luciferase reporter, IFN-gamma, luminescence; inhibition, % at 5.5 µM; 200,000 compounds, 0.35% hits; AID 920, 2007;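 active = inhibition above a set limit, the mean inhibition across all tested compounds plus 3 SD, cut at about 34% in these data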;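 also: 0% = IFN-gamma with DMSO and 100% = IFN-gamma with 300 µM nifuroxazide; values of inactives mirror those of a sister screen read the other way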
bIAP inh – bovine intestinal alkaline phosphatase inhibitors, primary screen, selectivity assay for TNAP inhibitor project, biochemical, bovine IAP, CDP-star luminescence; alkaline phosphatase, intestinal [Bos taurus]; purified bovine IAP, 30 min; inhibition, % at 20 µM; 190,000 tested, under 10 active; AID 1019, 2008;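 active = over 50% inhibition of intestinal alkaline phosphatase at 20 µM in the single-dose screen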
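Assay system: bovine IAP enzyme; medium: DEA buffer 100 mM, pH 9.8, with MgCl2 1.0 mM, ZnCl2 0.02 mM; doses: 20 µM single dose; incubation: enzyme reaction for 30 min at room temperature; detection: CDP-star luminescence signal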
SRC2 TRFRET art – TR-FRET signal artefacts, primary screen, artefact control for PPARgamma SRC-2 agonist project, biochemical | 200,000 compounds, 0.4% hits | TR-FRET ratio at 8 µM | TR-FRET artefact counter-screen; hits give high values; in the data active = TR-FRET ratio above about 2000; also: inactives centre near 1500
TNAP act hiacc – TNAP activators at high phosphate acceptor level, primary screen, biochemical, luminescence, uHTS | Alkaline phosphatase, tissue-nonspecific isozyme (Homo sapiens), P05186 | purified TNAP, CDP-star luminescence, 1 M DEA, 30 min; hits give high values; 0 = EDTA background, 1 = DMSO-only activity | activation factor at 20 µM | 200,000 tested, under 10 active | AID 1136, 2008;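 active = activation factor at least 2 at 20 µM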
Target sequence (P05186 whole entry, looked up): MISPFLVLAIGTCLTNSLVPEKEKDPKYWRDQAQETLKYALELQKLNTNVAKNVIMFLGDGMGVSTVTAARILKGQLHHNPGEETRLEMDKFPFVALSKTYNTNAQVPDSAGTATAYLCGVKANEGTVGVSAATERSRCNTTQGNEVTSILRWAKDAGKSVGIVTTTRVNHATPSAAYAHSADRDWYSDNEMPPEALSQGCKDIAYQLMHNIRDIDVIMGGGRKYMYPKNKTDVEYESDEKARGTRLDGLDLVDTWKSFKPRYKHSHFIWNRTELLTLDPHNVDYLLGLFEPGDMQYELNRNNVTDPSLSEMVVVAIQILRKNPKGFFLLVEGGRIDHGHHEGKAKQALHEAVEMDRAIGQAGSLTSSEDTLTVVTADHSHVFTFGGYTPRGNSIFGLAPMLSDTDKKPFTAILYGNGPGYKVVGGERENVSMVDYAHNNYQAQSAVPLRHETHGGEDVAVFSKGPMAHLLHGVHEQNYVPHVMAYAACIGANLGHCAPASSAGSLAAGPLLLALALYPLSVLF
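Assay system: human TNAP; Input: enzyme diluted 1/800 final; Reagent: CDP-star luminogenic substrate at 100 µM final; Timing: 30 min, room temperature; Signal: luminescence; Evaluation: TNAP activation factor scaled between EDTA and DMSO control wells.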
* = called active by the depositor; x = no result given. Rows were taken by chance, and some 3.7% of all compounds hit somewhere here.

Fields: PPARg SRC3 recr | PPARg SRC-1 ag | bIAP activator | STAT3 activator | PPARg SRC2 recr | ROMK mod | STAT3 blocker | STAT1 inh | bIAP inh | SRC2 TRFRET art | TNAP act hiacc
COc1ccc(C2CC(=O)C=C(NNS(=O)(=O)c3ccc(C)cc3)C2)cc1 (stereo unspecified)
    -2.2 | 3.5 | 1 | 98.6 | 0.1 | x | -3.4 | -1.4 | 3.8 | 1539 | 1
O=C(O)CCC(=O)N1N=C(c2c(-c3ccccc3)c3cc(Cl)ccc3[nH]c2=O)CC1c1ccccc1 (stereo unspecified)
    -3.6 | -0.9 | 1 | 104.4 | 4.0 | x | -2.8 | -4.5 | -3.5 | 1511 | 1
N/C(=N\NC(=O)c1ccc(F)cc1)c1cc2ccccc2oc1=O
    4.0 | -3.7 | 1.1 | 146.5* | 7.0 | 1.42 | -42.4 | 0.3 | -8.4 | 1555 | 1
COc1cc(NC(=O)CSCC(=O)Nc2cccc(C(F)(F)F)c2)c(Cl)cc1Cl
    -6.8 | -7.3 | 0.9 | 104.3 | 0.4 | x | 1.1 | -4.7 | 10.8 | 1522 | 1.1
Cn1cc2cc([N+](=O)[O-])ccc2n1
    2.4 | 10.8 | 1.1 | 93.9 | 7.0 | 0.45 | 11.2 | 0.8 | -6.4 | 1542 | 0.9
COC(=O)CNC(=O)Cn1ccc2ccccc2c1=O
    -2.8 | 4.3 | 1 | 106.8 | 4.8 | x | -5.1 | 4.5 | 4.1 | 1623 | 1.1
Cn1cccc1Cc1nnc(SCC(=O)Nc2nccs2)n1CCc1ccccc1
    6.1 | 6.0 | 1 | 107.3 | 0.5 | x | -8.7 | 1.0 | -1.1 | 1521 | 1
Cn1c(CNS(=O)(=O)c2ccc(Cl)cc2)n[nH]c1=S
    2.1 | -7.9 | 0.9 | 105.8 | 2.2 | x | -1.1 | 0.6 | 13.3 | 1599 | 1
O=C(Cn1nnc(-c2ccccc2NC(=O)c2ccccc2F)n1)NC1CCCC1
    -3.2 | 3.2 | 0.9 | 101.1 | 5.7 | 0.397 | 1.0 | -2.0 | 5.2 | 1573 | 1.1
Cc1ccc(NCC(=O)Nc2ccc(Br)cc2)cc1F
    2.5 | -1.6 | 0.8 | 95.6 | -1.4 | x | 4.5 | -4.5 | 21.7 | 1757 | 1
CCN1CC2([N+](=O)[O-])C=CC(=O)C([N+](=O)[O-])(C1)C2CC(=O)c1ccccc1 (stereo unspecified)
    -2.0 | 1.5 | 0.8 | 94.3 | 9.3 | -0.791 | 4.0 | -0.2 | 18.2 | 1461 | 1
COc1ccc(CCNC(=O)C2CCCN(Cc3nc(-c4ccccc4C)oc3C)C2)cc1OC (stereo unspecified)
    13.8 | 3.3 | 1.1 | 108.1 | 9.8 | -1.91 | -6.3 | 12.4 | -8.0 | 1667 | 1
CCOC(=O)/C=c1\s/c(=C(\C#N)C(=O)NC)n(-c2ccccc2)c1=O
    0.2 | 2.9 | 0.9 | 116.8 | 3.3 | x | -17.9 | 7.2 | 5.3 | 1590 | 1
O=C(CN1CCCCC1)NCCNc1ccc(C(F)(F)F)cc1[N+](=O)[O-]
    -3.2 | -3.0 | 0.8 | 79.3 | 2.2 | x | 27.1 | 3.6 | 20.9 | 1348 | 0.9
O=C(NCCN1CCCCC1)Nc1ccc(F)c(Cl)c1
    -7.5 | -9.3 | 0.9 | 97.1 | 7.6 | -0.501 | 7.1 | 1.7 | 9.7 | 1433 | 1
Cn1c(=O)[nH]c(=O)c2[nH]c(CN3CCN(C(=O)c4ccco4)CC3)nc21
    12.1 | 1.5 | 0.9 | 106.9 | 6.5 | -0.445 | -3.9 | 1.3 | 5.9 | 1648 | 1
COc1c2occc2c(OC)c2c(=O)cc(C(F)(F)C(F)(F)F)oc12
    3.1 | 0.3 | 1 | 102.1 | -4.0 | x | 7.5 | 10.7 | 2.8 | 1502 | 1
O=C(O)CCC(=O)N1N=C(c2ccccc2)CC1c1ccc2nccnc2c1 (stereo unspecified)
    -1.4 | -2.6 | 0.9 | 96.6 | -4.4 | x | 5.0 | -9.9 | 10.9 | 1451 | 1
CCc1nnc(NC(=O)CSc2ccc(-c3ccc(F)cc3)nn2)s1
    5.1 | 4.7 | 1 | 98.7 | 0.5 | 0.153 | 8.5 | 9.9 | 2.6 | 1648 | 1
O=C(COC(=O)c1ccc(S(=O)(=O)N2CCc3ccccc3C2)cc1)NC1CCS(=O)(=O)C1 (stereo unspecified)
    0.3 | 0.1 | 1 | 105.5 | 12.8 | -0.137 | -2.8 | -3.6 | -4.0 | 1591 | 1
O=C(CSc1nc(-c2ccccc2)cc(C(F)(F)F)n1)NCc1ccco1
    -1.6 | -4.6 | 0.8 | 95.7 | 0.2 | 0.0956 | 5.3 | 6.2 | 16.9 | 1548 | 1
Cc1ccccc1Nc1nc(N)nc(CSc2nncn2C)n1
    -2.9 | 1.3 | 1 | 105.9 | 0.7 | 0.0352 | 0.9 | -3.5 | -0.9 | 1518 | 1
CC1CCN(CCOc2cc(Cl)ccc2Cl)CC1
    0.3 | 4.0 | 1.1 | 98.2 | -0.1 | x | 5.7 | -2.8 | -10.9 | 1569 | 1
Cc1cccnc1NC(=O)C1CCN(S(=O)(=O)c2ccc3c(c2)CCC(=O)N3)CC1
    6.1 | -8.2 | 1 | 102.9 | -0.9 | x | 5.2 | 5.4 | 2.2 | 1570 | 1.1
Brc1ccc2ncc(Br)cc2c1
    2.3 | 5.1 | 1 | 104.2 | -4.1 | x | -6.3 | -5.8 | -3.6 | 1520 | 1
C=C(C)CNC(=S)N/N=C/c1ccc(N2CCOCC2)cc1
    3.3 | 7.2 | 0.9 | 97.6 | 8.6 | -0.154 | 6.6 | -4.0 | 7.1 | 1860 | 1
Cc1ccc(S(=O)(=O)N2CCOCC2)cc1C(=O)c1nccn1C
    0.9 | 12.9 | 1.2 | 103.5 | 6.3 | -0.228 | -2.8 | -8.3 | -19.0 | 1821 | 1
O=C1C2Sc3[nH]c(=O)sc3C(c3ccccc3)C2C(=O)N1c1ccccc1 (stereo unspecified)
    -0.6 | -0.6 | 0.9 | 107.1 | 4.6 | x | -3.4 | 6.9 | 7.1 | 1556 | 1
CCC(C)Sc1nc2c(c(=O)[nH]1)C(c1cccs1)C1=C(CCCC1=O)N2 (stereo unspecified)
    0.8 | -2.9 | 1.4 | 107.1 | 1.3 | -0.979 | -3.2 | 10.3 | -40.9 | 1500 | 1
CCOC(=O)c1c(C)c(C(=O)NCc2ccco2)c(C)n1CC
    2.5 | 12.1 | 1 | 94.7 | 2.5 | -0.995 | 13.4 | 2.7 | 3.4 | 1795 | 1

STAT3 activator: hit marks shown above.
Molecule	bIAP activator	STAT3 activator	ROMK mod	STAT1 inh	bIAP inh	TNAP act hiacc
N/C(=N\NC(=O)c1ccc(F)cc1)c1cc2ccccc2oc1=O	1.1	146.5*	1.42	0.3	-8.4	1

Back to the main list, repeating the 4 entries before the break.
smiles	PPARg SRC3 recr	PPARg SRC-1 ag	bIAP activator	STAT3 activator	PPARg SRC2 recr	ROMK mod	STAT3 blocker	STAT1 inh	bIAP inh	SRC2 TRFRET art	TNAP act hiacc
Cc1ccc(S(=O)(=O)N2CCOCC2)cc1C(=O)c1nccn1C	0.9	12.9	1.2	103.5	6.3	-0.228	-2.8	-8.3	-19.0	1821	1
O=C1C2Sc3[nH]c(=O)sc3C(c3ccccc3)C2C(=O)N1c1ccccc1 (stereo unspecified)	-0.6	-0.6	0.9	107.1	4.6	x	-3.4	6.9	7.1	1556	1
CCC(C)Sc1nc2c(c(=O)[nH]1)C(c1cccs1)C1=C(CCCC1=O)N2 (stereo unspecified)	0.8	-2.9	1.4	107.1	1.3	-0.979	-3.2	10.3	-40.9	1500	1
CCOC(=O)c1c(C)c(C(=O)NCc2ccco2)c(C)n1CC	2.5	12.1	1	94.7	2.5	-0.995	13.4	2.7	3.4	1795	1
CCOc1cc2c(C)cc(=O)oc2cc1Cl	5.9	7.4	1.6	130.9	5.9	-1.03	-31.8	-6.2	-57.7	1486	1.1
Nc1ncnc2nc(SCc3ccccc3)[nH]c12	7.2	3.0	1.1	100.3	0.8	-1.52	3.8	-0.1	-14.2	1612	1.1
CCCCc1ccc(NC(=O)COc2ccc(C(=O)Nc3ccccc3C)cc2)cc1	-2.6	1.0	0.5	99.8	2.4	0.57	-2.4	-1.7	x	1385	1
CCN1C(C)=C(C)S/C1=C1\SC(=S)N(C2CCCCC2)C1=O	-2.3	1.3	1	104.3	-6.2	-0.206	-2.7	-7.3	2.2	1562	0.9
Cc1cccc(/C=C2/SC(=O)N(Cc3ccccc3Cl)C2=O)n1	-4.1	0.9	0.9	98.4	0.8	x	6.9	-2.6	7.2	1407	1
Cc1cccc(CN2CCN(Cc3ccc4nonc4c3)CC2CCO)n1 (stereo unspecified)	-2.7	12.1	1	96.2	5.2	0.244	8.6	13.2	4.5	1594	1
CCOc1ccc(-c2cc(C(=O)OC)[nH]n2)cc1	0.4	-1.1	1	99.9	-2.0	-0.00199	0.7	-43.8	2.9	1541	1.1
NC1=NCc2ccccc21	-5.8	-3.1	0.8	101.3	-3.9	x	8.3	-3.1	21.9	1637	1
Cc1sc(NC(=S)Nc2ccc(F)cc2)c(C(N)=O)c1C	12.0	25.2*	1	85.6	17.2	-0.687	19.2	-1.2	-0.8	1942	1
Nc1nc(Cl)cc(N2CCC(c3cc(-c4ccc(Cl)cc4)n[nH]3)CC2)n1	4.5	0.4	1	61.1	0.3	x	52.6*	24.2	-0.4	1904	1
COc1ccc(CC(=O)NCc2ccccc2Cl)cc1S(=O)(=O)N1CCOCC1	13.8	4.6	x	104.2	-1.8	-0.0331	-1.9	1.1	x	1595	x
CCc1nc(NCCC(C)C)c(C#N)c2c1CCCC2	0.1	1.8	0.9	106.2	-6.3	0.25	-10.7	0.1	12.2	1308	1

High-throughput results (PubChem)
